# Hsp70 inhibitors – Hsp70 inhibitors, probe displacement, primary screen, biochemical, fluorescence polarization (AID 583) | Heat shock 70 kDa protein 1A (Homo sapiens) | one-dose displacement, % at 20 µM; IC50 in µM for titrated hits | Hsp70 fluorescence polarization probe displacement, mP; higher % means a stronger effect | actives 0.06% (n = 140,000); in the data active = displacement above about 50%;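 note: plate controls were vehicle for no effect and reference ligand for full effect; a part of the inactive calls stands beside numbers as strong as those of hits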
# Rat MKP-3 inhibitors – MKP-3 phosphatase inhibitors, primary screen, biochemical, rat enzyme, in vitro (AID 425); actives 0.17% (n = 110,000); recombinant MKP-3 phosphatase activity, fluorescence; higher % means a stronger effect; one-dose inhibition, % at 20 µM; IC50 in µM for titrated hits; Dual specificity protein phosphatase 6 (Rattus norvegicus); in the data active = inhibition above about 50%;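 note: plate controls were vehicle for no effect and reference inhibitor for full effect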
# * hit, by the source's call; / = no result given; & = joins results of further samples.
SMILES,Hsp70 inhibitors,Rat MKP-3 inhibitors
CC1=CC(C)(C)Nc2ccc(OC(=O)CN3C(=O)CCC3=O)cc21,-6.2%,-3%
CCN1C(=O)/C(=C\c2cc(Cl)c(OCc3ccccc3)c(OC)c2)SC1=S,1.9%,-2%
CC(=O)Nc1nc(N2C(=O)c3ccccc3C2=O)n(-c2ccccc2)n1,/,-3%
CC1=C(C(=O)OCC2CCCO2)C(c2ccc(F)cc2)C2=C(CCCC2=O)N1 (stereo not given),4.7%,0%
O=C(CSCC(=O)Nc1ccccn1)Nc1ccc2ccccc2c1,-2.2%,4%
CCc1ccc2oc(-c3cccc(NC(=O)c4cccnc4)c3)nc2c1,-0.5%,7%
CC(c1nnc(SCC(=O)c2c(N)n(C)c(=O)n(C)c2=O)n1-c1ccc(Cl)cc1)N(C)C (stereo not given),-3.3%,-15%
Cc1ccc(C(=O)Nc2ccc3cn[nH]c3c2)cc1S(=O)(=O)N1CCCCC1,5.4%,/
Cc1nc2cc(C(F)(F)F)ccc2n1C1CCN(C(=O)N2CCOCC2)CC1,2.5%,-9%
Cn1ncc(Cl)c1C(=O)Nc1cccnc1,13%,-6%
CCOC(=O)c1sc2nc(NC(=O)C3CCCCC3)sc2c1C,-0.8%,-8%
Cc1cccc(NS(=O)(=O)c2ccccc2)n1,-0.3%,-14%
CCC1CCCCN1C(=O)c1cc2cc(Br)ccc2oc1=O (stereo not given),5.2%,1%
c1ccc(Sc2ncnc3c2oc2ccccc23)nc1,2.0%,-9%
Cc1nc(SCc2c(F)cccc2Cl)c2c(=O)n(C)c(=O)n(C)c2n1,/,-2%
C(=N\Nc1nc(N2CCOCC2)nc(N2CCOCC2)n1)/c1ccc2ccccc2c1,0.2%,0%
O=c1[nH]c(SC2C=CCCC2)nc2sc3c(c12)CCCC3 (stereo not given),-3.6%,1%
NC1=NC(=O)/C(=C/c2cc(Br)ccc2OS(=O)(=O)c2ccc([N+](=O)[O-])cc2)S1,2.2%,-4%
CCCOC(=O)c1c(NC(=O)c2c(-c3ccccc3)noc2C)sc2c1CCCCC2,-4.7%,0%
Cc1ccc(C(=O)Nc2nnn(C)n2)cc1,-3.2%,-13%
CS(=O)(=O)N(CC(=O)Nc1ccccc1Cl)c1cc(Cl)cc(Cl)c1,-2.2%,-1%
CCOC(=O)c1c(-c2ccc(OC)c(OC)c2)csc1N,-3.4%,5%
O=C(N/N=C/c1cccc(O)c1)c1n[nH]c2c1CCC2,-2.8%,2%
Cc1noc(C)c1C(=O)Nc1cccnc1,3.3%,-5%
O=C1C2CCCN2C(c2ccccc2F)N1c1ccc(Cl)cc1 (stereo not given),-2.2%,-10%
# Going on with the list:
SMILES,Hsp70 inhibitors,Rat MKP-3 inhibitors
CCc1ccccc1N(CC(=O)N1CCOCC1)S(C)(=O)=O,1.1%,-3%
COc1ccc(S(=O)(=O)N2CCCC(C(=O)O)C2)cc1 (stereo not given),/,-1%
CCCOc1ccccc1/C=C1/C(=O)NN(c2ccccc2)C1=O,5.5%,0%
COc1ccc(NC(=O)CCN2CCCCCC2)c(OC)c1,-3.4%,-4%
CCCCOc1ccc(CNn2c(C)nc3ccccc3c2=O)cc1,0.4%,12%
CCOC(=O)c1ccc(NC(=O)CN(c2cccc(Br)c2)S(=O)(=O)c2ccccc2)cc1,1.1%,-2%
CC1(C)N=C(/C=N/O)C=[N+]1[O-],1.7%,-14%
Cc1cccc(NC(=O)Cn2nnc(-c3cccs3)n2)c1C,0.7%,-9%
CCOC(=O)c1[nH]c(C)c(/C(O)=C2\C(=O)C(=O)N(CCN(C)C)C2c2ccncc2)c1C (stereo not given),-0.8%,-11%
CC(=O)c1cccc(NC(=O)C2CC(c3ccc(F)cc3)=NO2)c1 (stereo not given),-3.8%,/
Cc1ccc(-c2noc(CC(c3ccccc3)c3ccccc3)n2)cc1,5.6%,/
O=C(/C=C/N1CCOCC1)c1ccc(-c2ccccc2)cc1,-1.3%,3%
Cc1nn(C)cc1CNC(=O)c1cccc(Br)c1,-5.6%,/
COC(=O)c1cc(CSc2nnc(NC3CCCCC3)s2)oc1C,-2.3%,-13%
O=C(Nc1ccc(OC(F)(F)F)cc1)c1cccc(OCc2ccccc2)c1,5.1%,3%
CCCC1O[C@@H]2CC3C4CCC5=CC(=O)C=C[C@]5(C)C4C(OC(C)=O)C[C@]3(C)[C@]2(C(=O)COC(C)=O)O1 (stereo not given in full),-1.9%,/
NC(=O)CN1C(=O)C(O)(CC(=O)c2ccccc2O)c2ccccc21 (stereo not given),-2.4%,-4%
CCC(=O)Nc1nn(C)c2nc3c(C)cccc3cc12,2.4%,-1%
Cc1cccc(NC(=O)CSc2nsc(SCC(=O)Nc3cccc(C)c3)n2)c1,1.2%,5%
Cc1ccc(S(=O)(=O)N2CCN(CC3CC4C=CC3C4)CC2)cc1 (stereo not given),5.0%,0%
CC(=O)OC1(C[N+](=O)[O-])C2CC3CC(C2)CC1C3 (stereo not given),-3.7%,2%
CCOC(=O)c1c(C)oc2ccc(OC(=O)c3ccccc3OC)cc12,-10%,4%
CCC(C)(C)NC(=O)c1ccc2c(c1)N(CC(=O)OC)C(=O)C(C)(C)O2,2.0%,-1%
CCOC(=O)C(O)(NC(=O)c1cccnc1)C(F)(F)F (stereo not given),-3.2%,2%
O=C(NC1(C(F)(F)F)Oc2ccccc2O1)N1CCCC1,-0.8%,5%

# Rewritten tab-delimited: 5 of the compounds above.
SMILES	Hsp70 inhibitors	Rat MKP-3 inhibitors
CCCCOc1ccc(CNn2c(C)nc3ccccc3c2=O)cc1	0.4%	12%
CCOC(=O)c1ccc(NC(=O)CN(c2cccc(Br)c2)S(=O)(=O)c2ccccc2)cc1	1.1%	-2%
CC1(C)N=C(/C=N/O)C=[N+]1[O-]	1.7%	-14%
Cc1cccc(NC(=O)Cn2nnc(-c3cccs3)n2)c1C	0.7%	-9%
CCOC(=O)c1[nH]c(C)c(/C(O)=C2\C(=O)C(=O)N(CCN(C)C)C2c2ccncc2)c1C (stereo not given)	-0.8%	-11%

# Ordered by molar mass (largest number first): 4 of the compounds above
SMILES,Hsp70 inhibitors,Rat MKP-3 inhibitors
CCC(C)(C)NC(=O)c1ccc2c(c1)N(CC(=O)OC)C(=O)C(C)(C)O2,2.0%,-1%
CCc1ccccc1N(CC(=O)N1CCOCC1)S(C)(=O)=O,1.1%,-3%
COc1ccc(S(=O)(=O)N2CCCC(C(=O)O)C2)cc1 (stereo not given),/,-1%
CCOC(=O)C(O)(NC(=O)c1cccnc1)C(F)(F)F (stereo not given),-3.2%,2%

# Going on with the list:
SMILES,Hsp70 inhibitors,Rat MKP-3 inhibitors
CN1CCCCCC1=Nc1ccccc1C#N,-0.8%,-4%
COc1ccc(-n2c(=O)cc(N3CCc4ccccc43)[nH]c2=O)cc1,0.6%,/
COc1cccc(NC(=O)CSc2nc3c(c(=O)n2C)SC(C)C3)c1 (stereo not given),-0.3%,-6%
Cc1cc(C)c(S(=O)(=O)NCc2ccc3c(c2)OCO3)c(C)c1,-3.0%,2%
O=C(Nc1cccc2c1C(=O)c1c(NC(=O)c3ccccc3)cccc1C2=O)c1ccccc1,5.7%,-1%
Clc1ccc(-c2nn3c(-c4cccc(Cl)c4)nnc3s2)cc1,2.4%,-1%
COc1ccc(Cl)cc1C(=O)N1CCOCC1,4.6%,1%
COc1ccc(C(=O)/C=C\Nc2cc(Cl)ccc2O)c(OC)c1,-1.2%,2%
CN=C1SC(CC(=O)Nc2sc3c(c2C#N)CCCC3)C(=O)N1C (stereo not given),1.0%,0%
Cc1ccc2cc(-c3noc(C4CCCO4)n3)c(=O)[nH]c2c1 (stereo not given),-0.7%,-5%
CCN1C(=O)C(Cc2nc3ccccc3c(=O)n2C)c2ccccc21 (stereo not given),0.2%,-13%
C=CCn1c(N)cc(=O)nc1SCC(=O)N1CCN(c2ccc(F)cc2)CC1,2.4%,1%
O=C1NC(=O)/C(=C/c2c(F)cccc2Cl)S1,4.2%,3%
COC(=O)c1[nH]c2ccc(F)cc2c1NC(=O)CCN1CCN(C(=O)c2ccco2)CC1,-2.7%,-6%
COc1ccccc1P(=O)(c1ccccc1)c1ccccc1,-0.3%,1%
Cc1c(/C=C2\SC(=S)NC2=O)c(=O)n(-c2ccccc2)n1C,-7.9%,0%
O=C(OCCN1CCOCC1)c1ccc(OCCN2CCOCC2)cc1,-0.6%,-11%
CCOc1ccccc1NC(=O)c1c(NC(=O)c2ccco2)sc2c1CCC2,-2.0%,3%
CC1(C)C(c2cccs2)=[N+]([O-])C2(CCCCC/C2=N\O)N1O (stereo not given),1.1%&-0.5%,-1%&3%
CCCN1C(=O)c2ccccc2NC1c1ccc(O)c(OCC)c1 (stereo not given),-4.2%,0%
Cc1cc(C)c(N=C2CCCN2Cc2ccccc2)c(C#N)c1,-2.8%,/
CCOC(=O)CSc1nc2cc(OC)ccc2cc1C#N,5.8%,-7%
CCC(=O)Nc1ccc(NC(=O)c2ccc3ccccc3c2)cc1,1.8%,5%
CCOc1ccccc1NC(=O)CSc1nc(N)c(C#N)cc1C#N,-5.4%,-2%
N#CC(c1nc2ccccc2nc1N1CCCCC1)S(=O)(=O)c1ccc(Cl)cc1 (stereo not given),-2.2%,-11%
# New compounds follow:
SMILES,Hsp70 inhibitors,Rat MKP-3 inhibitors
Cc1ccccc1-c1nc(CN2CCC(C(=O)NCCCN3CCCC3)CC2)c(C)o1,1.5%,0%
Cn1c(=O)c2cc(S(=O)(=O)NCCC(=O)NCc3ccccc3Cl)ccc2n(C)c1=O,2.9%,5%
CCOc1ccc(CCNS(=O)(=O)c2c(C)n[nH]c2C)cc1OCC,-4.7%,0%
O=C(CSc1nnc(Cc2csc(Nc3cccc(Cl)c3)n2)o1)N1CCc2ccccc21,2.5%,-3%
Cc1c(NC(=O)c2cc3nc(-c4ccccc4)cc(C)n3n2)c(=O)n(-c2ccccc2)n1C,-1.9%&-2.8%,-7%&2%
Cc1ccc(-c2csc(NC(=O)CSc3ncn(-c4ccccc4)n3)n2)cc1,-3.4%,-9%
O=C(CSc1nc2ccccc2s1)c1ccc(Cl)cc1Cl,-6.5%,-2%
COc1ccc(N2CCN(C(=O)CSc3nnc(C)c(=O)[nH]3)CC2)cc1,0.7%,-12%
O=C(O)c1ccccc1SC1CC(=O)N(c2ccc([N+](=O)[O-])cc2)C1=O (stereo not given),0.9%,-1%
CCOC(=O)c1ccccc1NC(=O)CSC(N)=O,1.3%,0%
O=C1OC(c2ccc(Cl)cc2)=N/C1=C\c1ccccc1[N+](=O)[O-],6.3%,0%
COc1ccccc1NC(=O)C1CC(=O)N(c2ccc(F)cc2)C1 (stereo not given),-1.1%,-4%
O=S(=O)(NCCc1ccncc1)c1ccc(S(=O)(=O)N2CCCCCC2)cc1,-2.2%,-7%
CCCCCOc1ccc(OC(=O)c2ccncc2)cc1,0.1%,-1%
COc1ccc(C2CC(C(F)(F)F)n3nc(C(=O)NCc4cccs4)cc3N2)cc1OC (stereo not given),-2.6%,2%
CCn1c2ccc(Cl)cc2c2nc3ccccc3nc21,1.0%,/
Clc1ccc(Oc2nc(N3CCOCC3)nc(N3CCOCC3)n2)c(C2CCCCC2)c1,3.5%,-8%
CCOc1ccc(S(=O)(=O)N(CC(=O)NCC(C)C)c2ccc(C)cc2)cc1,2.0%,-1%
O=C(CC1C(=O)N(c2ccccc2)C(=O)N1C1CCCCC1)Nc1ccccc1 (stereo not given),3.9%,/
N#CC12CCCCC1CC1CCCCC1(C#N)N2CCO (stereo not given),1.4%,-3%
CNc1nc2ccc(C)cn2c(=O)c1/C=N/O,-2.7%,-3%
CC(OC1=CC(=O)CCC1)C(=O)c1ccccc1 (stereo not given),3.3%,1%&-1%
O=C(Nc1cccc(Cl)c1)Nc1ccc2c(c1)OCCO2,1.8%,0%
CCOC(=O)C1=C(O)C(=O)N(c2ccc(S(N)(=O)=O)cc2)C1c1ccc(Cl)cc1 (stereo not given),3.0%,/
CC(/C=C/c1ccccc1)=N/NC(=O)c1cnccn1,2.0%,/

# In the list so far, these contain a furan ring, fused or not.
SMILES,Hsp70 inhibitors,Rat MKP-3 inhibitors
c1ccc(Sc2ncnc3c2oc2ccccc23)nc1,2.0%,-9%
COC(=O)c1cc(CSc2nnc(NC3CCCCC3)s2)oc1C,-2.3%,-13%
CCOC(=O)c1c(C)oc2ccc(OC(=O)c3ccccc3OC)cc12,-10%,4%
COC(=O)c1[nH]c2ccc(F)cc2c1NC(=O)CCN1CCN(C(=O)c2ccco2)CC1,-2.7%,-6%
CCOc1ccccc1NC(=O)c1c(NC(=O)c2ccco2)sc2c1CCC2,-2.0%,3%

# Next section.
SMILES,Hsp70 inhibitors,Rat MKP-3 inhibitors
O=C(NC1CCCCC1)N(CCN1CCOCC1)Cc1cc2cc3c(cc2[nH]c1=O)OCCO3,-6.6%,-6%
CCc1ccc(-c2nc3cc(NC(=O)c4ccc([N+](=O)[O-])c(C)c4)ccc3o2)cc1,-2.8%,1%
CN(C)c1oc(-c2ccc(OCc3ccccc3)cc2)nc1C#N,-3.9%,-3%
COC(=O)c1ccc(-n2ncnc2-c2ccc(Cl)c([N+](=O)[O-])c2)cc1,0.8%,2%
COc1cccc(C(=O)CSc2nc3ccccc3n2CC(=O)N(C(C)C)C(C)C)c1,3.3%,/
COc1ccc(S(=O)(=O)N2CCC(C(=O)NCC(c3cccs3)N(C)C)CC2)cc1 (stereo not given),1.4%,-11%
COc1cccc(COc2nc3c(c(=O)n(C)c(=O)n3C)n2C)c1,6.1%,-11%
CCOc1ccc(C(=O)Nc2ccc(Cl)c(-c3nc4ccccc4[nH]3)c2)cc1Cl,-5.0%,9%
CCOC(=O)N1CCN(C(=O)C2CCC(=O)N2C(C)C)CC1 (stereo not given),0.5%,1%
Cc1ccc(/C(O)=C2\C(=O)C(=O)N(CCCC(=O)O)C2c2ccc(C)cc2)cc1 (stereo not given),-5.2%,2%
O=C1NN(c2ccc(I)cc2)C(=O)/C1=C\c1ccccc1O,4.8%,2%
Cc1cc([N+](=O)[O-])ccc1-c1ccc(C(=O)Nc2ccc(Cl)cn2)o1,2.1%,0%
Cn1nc(OCc2ccccc2)ccc1=O,-4.3%,3%

# From PubChem

# Only part of the results is shown (hit frequency here may not be typical).
